# High-throughput results as filed in PubChem BioAssay.
# CHRM4 agonist – human M4 muscarinic receptor agonists, primary screen, CHO-K1 cells, Fluo-8 calcium fluorescence | activation, % at 3 µM | 0.14% of 360,000 active | Muscarinic acetylcholine receptor M4 (Homo sapiens), P08173 | CHO-K1 hM4/Gqi5; vehicle 0%, full acetylcholine response 100% | AID 624127, 2012;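 active means activation above the run mean over all test wells plus 3 SD, cut at about 32% in these data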;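 further: peak over basal fluorescence ratio per well then scaled between controls; 0% = DMSO wells and 100% = acetylcholine at EC100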
# Target sequence (P08173 whole entry, looked up): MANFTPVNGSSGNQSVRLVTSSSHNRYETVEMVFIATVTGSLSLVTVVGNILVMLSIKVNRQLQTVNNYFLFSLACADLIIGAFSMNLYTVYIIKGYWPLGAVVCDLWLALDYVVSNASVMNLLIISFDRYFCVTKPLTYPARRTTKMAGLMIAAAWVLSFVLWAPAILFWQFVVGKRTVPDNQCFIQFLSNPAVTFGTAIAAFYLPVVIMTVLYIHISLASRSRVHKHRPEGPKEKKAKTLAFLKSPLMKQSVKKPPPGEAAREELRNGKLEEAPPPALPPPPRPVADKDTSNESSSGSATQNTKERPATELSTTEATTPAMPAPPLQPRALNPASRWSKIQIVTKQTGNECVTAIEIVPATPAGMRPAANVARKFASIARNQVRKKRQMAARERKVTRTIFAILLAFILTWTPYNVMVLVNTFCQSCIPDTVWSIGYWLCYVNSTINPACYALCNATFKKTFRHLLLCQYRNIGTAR
# CHRM5 antagonist – human M5 muscarinic receptor antagonists, primary screen, CHO cells, Fluo-8 calcium fluorescence; Muscarinic acetylcholine receptor M5 (Homo sapiens), P08912; CHO-hM5 cells, ACh EC80; inhibition, % at 3 µM; 0.59% of 360,000 active; AID 624040, 2012;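 active means inhibition above a per-plate cutoff, the mean of that plate's test compounds plus 3 SD, cut at about 27% in these data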;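 further: 0% = acetylcholine EC80 with DMSO and 100% = DMSO without agonist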
# Target sequence (P08912 whole entry, looked up): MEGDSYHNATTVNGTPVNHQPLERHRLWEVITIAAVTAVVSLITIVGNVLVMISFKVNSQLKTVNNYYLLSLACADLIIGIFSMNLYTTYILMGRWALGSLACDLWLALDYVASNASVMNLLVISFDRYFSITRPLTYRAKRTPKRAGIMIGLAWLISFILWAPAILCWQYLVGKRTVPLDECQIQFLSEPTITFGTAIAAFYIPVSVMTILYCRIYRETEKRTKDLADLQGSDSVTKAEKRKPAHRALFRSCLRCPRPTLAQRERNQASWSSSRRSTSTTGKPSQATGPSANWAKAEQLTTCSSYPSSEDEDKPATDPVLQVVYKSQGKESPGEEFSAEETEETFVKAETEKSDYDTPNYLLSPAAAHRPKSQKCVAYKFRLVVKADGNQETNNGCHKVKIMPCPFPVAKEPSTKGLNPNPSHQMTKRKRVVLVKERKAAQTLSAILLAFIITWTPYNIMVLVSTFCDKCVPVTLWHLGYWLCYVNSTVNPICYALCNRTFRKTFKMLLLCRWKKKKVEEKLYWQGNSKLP
# CHRM5 agonist – human M5 muscarinic receptor agonists, primary screen, CHO-K1 cells, Fluo-8 calcium fluorescence; Muscarinic acetylcholine receptor M5 (Homo sapiens), P08912; CHO-K1 hM5 cells; 0% DMSO wells, 100% maximal acetylcholine response; activation, % at 3 µM; 0.19% of 360,000 active;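 active means activation above the run's mean over test compounds plus 3 SD, cut at about 23% in these data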;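 further: signal is peak over basal fluorescence ratio across the kinetic read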
# M1 PAM parental – nonselective calcium activators in parental CHO-K1 cells, primary screen, counter-screen for M1 PAM project, cell-based, Fluo-8 calcium fluorescence, full deck, 1536-well. AID 602247, 2012. ATP EC20; 0% at ATP EC20, 100% at ATP max. activation, % at 3 µM. 0.02% of 360,000 active;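 active means activation above the run cutoff, the mean activation of all test compounds plus 3 SD, cut at about 40% in these data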;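 further: peak over basal fluorescence ratio in a 140 s read after ATP addition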
# CHO-K1 Ca ag – counter-screen for M1 agonists: effect in parental CHO-K1 cells. Fluo-8 calcium fluorescence; scaled to maximal ATP response, vehicle zero. 0.48% of 360,000 active. activation, % at 3 µM; in the data active means activation above about 15%;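 further: untransfected CHO-K1 host cells lacking M1 receptor as counterscreen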
# M5 PAM – human M5 muscarinic receptor positive allosteric modulators, primary screen, CHO-K1 cells, Fluo-8 calcium fluorescence. CHO-K1 hM5, ACh EC20 PAM; 0% = ACh EC20, 100% = ACh EC100. AID 624038, 2012. activation, % at 3 µM. 0.3% of 360,000 active;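 active means activation above the run cutoff, the mean activation of all test compounds plus 3 SD, cut at about 18% in these data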
#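 Assay system – human M5 receptor in CHO-K1 cells · Read-out – % activation, ACh-normalized · Technique – Fluo-8 calcium fluorescence · Dosing – single-point, 3 µM nominal · Incubation – Fluo-8 loading 80 min at 37 °C plus 30 min room temperature · Repeats – singlicate, one well per test compound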
# M4 antag – human M4 muscarinic receptor antagonists, primary screen, CHO cells, Fluo-8 calcium fluorescence; Muscarinic acetylcholine receptor M4 (Homo sapiens), P08173; CHO-hM4 cells, ACh EC80; inhibition, % at 3 µM; 0.73% of 360,000 active;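 active means inhibition above its plate's cutoff, the mean inhibition of sample wells plus 3 SD, cut at about 27% in these data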;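 further: 0% = acetylcholine EC80 with DMSO and 100% = DMSO without agonist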
# CHO-K1 Ca antag – counter-screen for M1 antagonists: effect in parental CHO-K1 cells. ATP-induced calcium, Fluo-8 fluorescence. inhibition, % at 3 µM. 0.6% of 360,000 active;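 active means inhibition above a per-plate cutoff, the plate's mean sample inhibition plus 3 SD, cut at about 24% in these data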;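 further: 0% = DMSO plus EC80 ATP and 100% = DMSO alone without ATP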
# M4 PAM – human M4 muscarinic receptor positive allosteric modulators, primary screen, CHO-K1 cells, Fluo-8 calcium fluorescence; 0.4% of 360,000 active; activation, % at 3 µM; CHO-K1 hM4/Gqi5, ACh EC20; 0% = ACh EC20, 100% = maximal ACh; Muscarinic acetylcholine receptor M4 (Homo sapiens), P08173;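 active means activation above its plate's cutoff, the mean activation of sample wells plus 3 SD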; further: some results filed as inactive read as strong as hits
# An asterisk follows results filed as active.
1. O=C1C2C(C(=O)N1/N=C/c1ccc(N3CCCCC3)o1)C1C=CC2C12CC2 (centres undefined)
2. O=C(NNC(=O)c1ccc(O)cc1O)c1ccc(Cl)cc1
3. CCOC1=C2[C@H](c3ccccc3)N(S(=O)(=O)c3ccc(C)cc3)C(C(C)(C)C)[C@H]2n2c(=O)n(-c3ccccc3)c(=O)n2C1 (some centres undefined)
4. Cc1cc(NC(=O)CSc2ccccn2)no1
5. CCOC(=O)N1CCC(Nc2c(NCCCN(CC)CC)c(=O)c2=O)CC1
6. Cn1c(=O)c2[nH]c(C3CCC3)nc2n(C)c1=O
7. CCC(=O)N1CCc2cc(S(=O)(=O)NC(C(=O)NCc3ccccc3)C(C)C)ccc21 (centres undefined)
8. COc1ccc2c(c1)-c1nc(NC(=O)c3ccco3)sc1CC2
9. O=C(NCc1ccc(Cl)cc1)c1cccnc1
10. C[C@H]1COc2cccc(N3CCN(Cc4ccccc4F)CC3)c2S(=O)(=O)N1

screen / no.	1	2	3	4	5	6	7	8	9	10
CHRM4 agonist	0	0	0	1	1	0	0	6	1	4
CHRM5 antagonist	2	17	2	-9	4	15	-4	-13	-2	-2
CHRM5 agonist	1	-1	1	-4	-2	-1	0	19	-4	3
M1 PAM parental	-2	-5	9	8	-6	14	5	12	14	16
CHO-K1 Ca ag	-0.3	-0.1	0.2	0.5	-0.5	0.6	0.1	1.7	0.7	1.8
M5 PAM	1	-2	-3	1	0	7	-1	11	2	-3
M4 antag	12	6	-8	5	4	-10	0	-9	8	10
CHO-K1 Ca antag	6	-8	11	-16	6	-13	-1	0	-3	-11
M4 PAM	6	10	2	3	-6	4	7	0	3	-4

# In another format: entries from further up.
No. | smiles | CHRM4 agonist | CHRM5 antagonist | CHRM5 agonist | M1 PAM parental | CHO-K1 Ca ag | M5 PAM | M4 antag | CHO-K1 Ca antag | M4 PAM
7 | CCC(=O)N1CCc2cc(S(=O)(=O)NC(C(=O)NCc3ccccc3)C(C)C)ccc21 (centres undefined) | 0 | -4 | 0 | 5 | 0.1 | -1 | 0 | -1 | 7
8 | COc1ccc2c(c1)-c1nc(NC(=O)c3ccco3)sc1CC2 | 6 | -13 | 19 | 12 | 1.7 | 11 | -9 | 0 | 0
9 | O=C(NCc1ccc(Cl)cc1)c1cccnc1 | 1 | -2 | -4 | 14 | 0.7 | 2 | 8 | -3 | 3
10 | C[C@H]1COc2cccc(N3CCN(Cc4ccccc4F)CC3)c2S(=O)(=O)N1 | 4 | -2 | 3 | 16 | 1.8 | -3 | 10 | -11 | -4

# (listing goes on)
11. CCN1CCN(c2cc(C)c3cc(NC(=S)NCc4cccs4)ccc3n2)CC1
12. O=C(CCN1C(=O)/C(=C/c2ccccc2)SC1=S)NCCc1ccc(O)cc1
13. C[C@H](CO)N1C[C@H](C)[C@@H](CN(C)Cc2ccc(C(=O)Nc3ccccc3N)cc2)Oc2c(NC(=O)C3CCCCC3)cccc2C1=O
14. CC(=O)c1cccc(NC(=O)N2CCCC(C(=O)c3cc(F)ccc3F)C2)c1 (centres undefined)
15. CC(=O)O/N=C(/C)c1ncc(C(F)(F)F)cc1N1CCOCC1
16. COCCn1c(SCC(=O)NC2CCCC2)nnc1C(C)C
17. CSc1ccccc1NC(=S)N/N=C/c1cccn1Cc1ccc(F)cc1
18. COc1ccccc1N1CCN(c2nc3ccccc3nc2C(C#N)C(=O)OC(C)C)CC1 (centres undefined)
19. O=C(CN(C(=O)CNS(=O)(=O)c1ccc(F)cc1)c1ccccc1F)NCc1ccco1
20. C1CCC(n2nnnc2CN2CCCC2)CC1

screen / no.	11	12	13	14	15	16	17	18	19	20
CHRM4 agonist	2	16	2	4	1	1	1	1	4	0
CHRM5 antagonist	9	11	2	-6	-3	19	-3	2	13	0
CHRM5 agonist	-9	6	-3	-1	1	2	0	-4	0	-1
M1 PAM parental	-23	-12	12	7	-5	12	16	3	-10	2
CHO-K1 Ca ag	0.5	13	-0.3	1.8	0.8	1.3	0.1	0.5	2.1	0.2
M5 PAM	-9	-12	9	-3	-9	-2	5	-7	0	-1
M4 antag	12	18	12	-4	0	11	-8	0	0	9
CHO-K1 Ca antag	21	14	-16	-4	9	-9	-5	2	2	1
M4 PAM	-20	-10	-6	4	-1	-5	7	-8	2	0

21. O=C(O)c1ccccc1C(=O)Nc1ccc(-n2ccc(C(F)(F)F)n2)cc1
22. CCCNC(=S)Nc1cccc(C(F)(F)F)c1
23. CN(C(=O)CSc1nnc(-c2ccco2)n1N)C1CCCCC1
24. O=c1c2cnn(-c3ccc(F)cc3)c2ncn1Cc1cccnc1
25. Cc1ccc(C(=O)N/N=c2\oc3ccccc3cc2C(N)=O)cc1
26. CCOC(=O)c1c(/N=C/c2cc(C)ccc2O)sc2c1CCC2
27. Cc1ccc(C(=O)Nc2ncc3c(Cl)cccc3n2)cc1
28. O=C(Cc1ccccc1)Nc1cccc(-c2nc3ncccc3o2)c1
29. CC(=O)c1c(C)nc(-c2ccc(OCC(=O)Nc3cccc(C)c3C)cc2)n1O
30. NC(=O)c1cc2cc(Cl)ccc2o/c1=N/NC(=O)c1cccs1

screen / no.	21	22	23	24	25	26	27	28	29	30
CHRM4 agonist	0	1	2	4	6	-1	1	4	4	1
CHRM5 antagonist	10	2	8	-2	1	2	0	4	-2	-5
CHRM5 agonist	1	1	2	2	2	0	-4	2	1	2
M1 PAM parental	-10	-6	16	20	3	18	18	10	-9	15
CHO-K1 Ca ag	0.0	0.4	0.8	0.9	2.5	-0.7	0.2	2.2	0.8	1.5
M5 PAM	1	1	2	29*	-4	2	-5	-3	3	1
M4 antag	1	-1	-2	-16	-2	-9	-5	1	-9	-1
CHO-K1 Ca antag	-1	11	-17	-3	2	-3	-4	0	0	-20
M4 PAM	-15	6	3	4	-3	10	0	6	1	-5

31. Cc1nn(-c2ccc(C(=O)OC(C)C)cc2)c(C)c1[N+](=O)[O-]
32. C=CC[C@H](CC(=O)NCCO)C(=O)N[C@@H](COC(=O)[C@H](CC=C)CC(=O)OC(C)(C)C)Cc1c[nH]c2ccccc12
33. CCOc1ccc(/C=C2/SC(=S)N(C(C(=O)O)c3ccccc3)C2=O)cc1OCC (centres undefined)
34. O=C(CCCn1c(=S)[nH]c2cc3c(cc2c1=O)OCO3)NCc1cccc(Cl)c1
35. Cc1onc(-c2c(F)cccc2Cl)c1C(N)=S
36. O=C1/C(=C/c2ccc(Br)cc2)Oc2cc(O)ccc21
37. OC[C@@H]1CN(Cc2cccs2)C[C@H](n2cnc3c(Nc4ccccc4)ncnc32)O1
38. COc1cc(/C=N/NC(=O)COc2ccc([N+](=O)[O-])cc2)ccc1OCC(=O)N1CCOCC1
39. CCOC(=O)Cn1c2c(c(=N)c3c1CCC3)CCCC2
40. O=C(Nc1ccon1)c1ccc(OC2CCCC2)cc1

screen / no.	31	32	33	34	35	36	37	38	39	40
CHRM4 agonist	5	1	0	1	2	21	5	0	1	1
CHRM5 antagonist	15	5	-5	-1	-8	18	-4	-7	-7	10
CHRM5 agonist	-1	2	-2	-3	-9	7	0	0	-2	0
M1 PAM parental	-8	19	17	12	28	-25	-11	0	15	23
CHO-K1 Ca ag	0.5	0.4	1.4	-0.2	1.2	5.5	0.5	0.3	0.3	8.0
M5 PAM	-5	-1	4	4	1	-11	-1	2	7	-9
M4 antag	-13	1	0	-3	-9	-5	-4	-15	-10	38*
CHO-K1 Ca antag	2	-10	-1	-12	-11	17	8	-6	-11	-8
M4 PAM	4	-6	4	4	4	-4	3	-3	12	-11

41. Cc1ccc(S(=O)(=O)NCC(=O)N(CC(=O)NCc2ccco2)Cc2ccco2)cc1
42. CCC(C)(C)C1CCC(=NNC(=O)c2ccc(Br)o2)CC1 (centres undefined)
43. CCOC(=O)c1cc(-c2cccc([N+](=O)[O-])c2)on1
44. COc1cc(OC)cc(C(=O)NN2CCCCC2)c1
45. CCCn1c(SCC(=O)Nc2ccccc2Oc2ccccc2)n[nH]c1=O
46. O=C(CCCc1nc(-c2ccccc2)no1)Nc1cccnc1
47. O=C(NC1CCCCC1)C1CC(=O)N(c2ccccc2)C1 (centres undefined)
48. CONC(=O)c1ccc(-c2cccc3nccn23)cc1
49. COC(=O)c1ccccc1NC(=O)CSc1n[nH]c(-c2ccco2)n1
50. CC(C)(C)C1=CC(=O)C(N2CCOCC2)=CC1=O

screen / no.	41	42	43	44	45	46	47	48	49	50
CHRM4 agonist	13	0	0	0	6	3	2	1	1	11
CHRM5 antagonist	8	6	11	4	11	-4	5	5	-1	18
CHRM5 agonist	5	0	2	1	3	1	-2	1	-1	3
M1 PAM parental	8	-7	4	18	9	16	25	15	0	13
CHO-K1 Ca ag	3.7	-0.4	-0.2	0.1	4.0	1.6	1.1	0.5	0.4	3.4
M5 PAM	4	-3	4	1	-5	-14	-2	-3	4	-9
M4 antag	-2	3	3	8	6	-9	-1	6	-1	11
CHO-K1 Ca antag	-17	22	-6	-7	-12	-12	-17	-13	-7	0
M4 PAM	-11	-4	-2	-5	7	5	0	-5	7	-4

51. O=C(O)C1CCCN1C1=NS(=O)(=O)c2ccccc21 (centres undefined)
52. O=C(Nc1ccc(N2CCCC2)c(Cl)c1)c1cccs1
53. COc1ccc(S(=O)(=O)N2CCCC2)cc1NC(=O)c1ccccc1F
54. C[C@@H]1CCC(=O)N(CC[C@H](Oc2ccccc2)c2ccccc2)CC1
55. CCOc1ccccc1-n1cnc2cc(C(=O)NCc3ccco3)ccc21
56. C[C@@H]1CN([C@H](C)CO)C(=O)Cc2cc(NS(=O)(=O)c3cn(C)cn3)ccc2O[C@H]1CN(C)S(=O)(=O)c1ccc(Cl)cc1
57. N=c1c(S(=O)(=O)c2ccccc2)cc2c(=O)n3ccccc3nc2n1Cc1cccnc1

screen / no.	51	52	53	54	55	56	57
CHRM4 agonist	-1	0	2	0	3	0	1
CHRM5 antagonist	9	-4	2	6	-3	-10	8
CHRM5 agonist	-2	-5	-2	-7	0	-1	-7
M1 PAM parental	-3	-3	-2	10	3	1	-7
CHO-K1 Ca ag	11	-0.4	1.1	-1.4	0.6	-0.1	-0.5
M5 PAM	1	2	2	-3	0	-7	0
M4 antag	1	0	-2	-3	-3	-26	5
CHO-K1 Ca antag	7	7	-4	-26	1	-13	20
M4 PAM	3	0	4	4	-8	-4	-6

# Complete entries as entered above:
# Results for CCOc1ccccc1-n1cnc2cc(C(=O)NCc3ccco3)ccc21 → CHRM4 agonist = 3; CHRM5 antagonist = -3; CHRM5 agonist = 0; M1 PAM parental = 3; CHO-K1 Ca ag = 0.6; M5 PAM = 0; M4 antag = -3; CHO-K1 Ca antag = 1; M4 PAM = -8
# Results for C[C@@H]1CCC(=O)N(CC[C@H](Oc2ccccc2)c2ccccc2)CC1 → CHRM4 agonist = 0; CHRM5 antagonist = 6; CHRM5 agonist = -7; M1 PAM parental = 10; CHO-K1 Ca ag = -1.4; M5 PAM = -3; M4 antag = -3; CHO-K1 Ca antag = -26; M4 PAM = 4
